Screens from PubChem BioAssay.
Tau FP inhib: qHTS for Inhibitors of Tau Fibril Formation, Fluorescence Polarization; AID 1468, 2008; Microtubule-associated protein tau (Homo sapiens), P10636; 280,000 compounds, 0.39% hits; Potency, µM (series often up to 57.7 µM), without a hit: top-dose activity, negative = inhibition, most hits filed as inhibitors; K18 P301L tau heparin fibrillization, Alexa594 FP, 6 h; also: nearly all actives have a fitted effect of over 55% in size
Target sequence (P10636 561-689 P618L limits assumed): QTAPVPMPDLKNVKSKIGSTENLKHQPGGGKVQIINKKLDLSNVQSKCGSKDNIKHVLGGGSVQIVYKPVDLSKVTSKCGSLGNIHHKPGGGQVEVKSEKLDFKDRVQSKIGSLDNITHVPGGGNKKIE
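FP of Alexa 594-tau after heparin (20 uM) induction. Substrate: human K18 P301L, 15 uM unlabeled, 0.24 uM labeled. Buffer 100 mM sodium acetate pH 7. 6 hr, 37 C.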
Tau fibril ThT: qHTS for Inhibitors of Tau Fibril Formation, Thioflavin T Binding; Microtubule-associated protein tau (Homo sapiens), P10636; recombinant tau K18 P301L, heparin-induced fibrillization, ThT fluorescence; Potency, µM (highest dose often 57.4 µM), for the others: at the top dose activity, negative = inhibition, most hits filed as inhibitors; 270,000 compounds, 2.1% hits; AID 1460, 2008; also: nearly all actives have a fitted effect of over 55% in size
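Aggregation was driven by heparin (20 uM final) acting on recombinant tau […] bearing P301L in 100 mM sodium acetate pH 7; fibrils were detected with Thioflavin T.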
GLA spleen mod: qHTS Assay for Inhibitors and Activators of Human alpha-Galactosidase From Spleen Homogenate; Alpha-galactosidase A (Homo sapiens), P06280; 240,000 compounds, 0.008% hits; AID 2107, 2009; human spleen homogenate, 4MU-alpha-Gal fluorescence, 40 min; Potency, µM (titrated, usually from 80 µM), for inactives: at the top dose activity change, negative = inhibition, actives largely listed as inhibitors;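 also: 0% = enzyme with vehicle and -100% = no enzyme basal signal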
Target sequence (P06280 32-429 limits assumed): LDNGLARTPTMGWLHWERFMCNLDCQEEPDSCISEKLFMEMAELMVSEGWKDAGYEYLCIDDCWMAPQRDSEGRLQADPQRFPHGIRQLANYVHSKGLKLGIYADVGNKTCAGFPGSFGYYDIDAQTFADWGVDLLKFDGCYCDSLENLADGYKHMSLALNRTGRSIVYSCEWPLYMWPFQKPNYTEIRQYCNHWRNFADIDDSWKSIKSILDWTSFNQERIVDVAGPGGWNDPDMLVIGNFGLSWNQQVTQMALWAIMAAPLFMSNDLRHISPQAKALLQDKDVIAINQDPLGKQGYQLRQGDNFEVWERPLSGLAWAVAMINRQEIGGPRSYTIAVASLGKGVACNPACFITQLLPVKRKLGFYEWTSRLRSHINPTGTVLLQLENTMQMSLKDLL
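qHTS titration in buffer at pH 5.0. Alpha-galactosidase activity in spleen homogenate was measured via 4-methylumbelliferone release from 1 mM fluorogenic substrate after 40 min at 37C and a pH 10 stop. AC50 came from Hill fits of control-normalized data.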
Tau fluor cs: Counterscreen qHTS for Inhibitors of Tau Fibril Formation, Fluorescence Polarization | tau K18 P301L (four-repeat tau fragment) Alexa594 fluorescence, heparin fibrillization | Potency, µM (series often up to 57.7 µM), for the others: top-dose activity change, negative = decrease | 280,000 compounds, 0.93% hits | AID 1463, 2008; also: nearly all actives have a fitted effect of over 55% in size
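Human K18 P301L tau (15 uM unlabeled plus 0.24 uM Alexa 594-labeled, final) in 100 mM sodium acetate pH 7 was mixed with compound and 20 uM heparin and incubated 6 hr at 37 C.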
TRb SRC2 PPI: qHTS for Inhibitors of the Interaction of Thyroid Hormone Receptor and Steroid Receptor Coregulator 2 | AID 1469, 2008 | 280,000 compounds, 0.065% hits | Thyroid hormone receptor beta (Homo sapiens), P10828 | TRbeta-SRC2 peptide binding, fluorescence polarization; receptor liganded with 1 µM T3 | Potency, µM (titrated, usually from 106 µM), for the others: at the highest dose activity change, negative = inhibition, actives largely listed as inhibitors;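 also: plate controls were bound peptide for no effect and peptide without receptor for full effect; nearly all actives have a fitted effect of over 50% in size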
Target sequence (P10828 whole entry, looked up): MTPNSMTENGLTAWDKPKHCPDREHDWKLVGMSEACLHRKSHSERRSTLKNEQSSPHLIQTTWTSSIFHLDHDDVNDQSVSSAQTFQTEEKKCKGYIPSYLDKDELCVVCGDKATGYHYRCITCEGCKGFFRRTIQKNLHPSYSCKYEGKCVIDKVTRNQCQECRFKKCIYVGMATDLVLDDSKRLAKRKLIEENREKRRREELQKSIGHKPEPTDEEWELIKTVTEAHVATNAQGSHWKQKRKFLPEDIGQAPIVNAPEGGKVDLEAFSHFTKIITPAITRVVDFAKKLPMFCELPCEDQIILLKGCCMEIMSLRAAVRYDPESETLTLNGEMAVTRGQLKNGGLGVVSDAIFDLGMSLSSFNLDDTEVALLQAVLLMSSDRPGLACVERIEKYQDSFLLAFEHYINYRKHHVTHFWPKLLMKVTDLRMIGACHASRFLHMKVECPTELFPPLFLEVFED
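Human TRb LBD (0.6 uM) plus Texas Red-labeled SRC2 peptide (20 nM), 1uM T3, 5% DMSO, 5 hr at ambient temperature. Decreased polarization (555/632 nm) flags inhibition; data normalized to free and bound peptide controls.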
ALDH1A1 block: qHTS Assay for Inhibitors of Aldehyde Dehydrogenase 1 (ALDH1A1); AID 1030, 2008; 220,000 compounds, 7.3% hits; Potency, µM (top dose mostly 75.3 µM), for inactives: top-dose activity, negative = inhibition, most hits filed as inhibitors; Aldehyde dehydrogenase 1A1 (Homo sapiens), P00352; Purified ALDH1A1, NADH fluorescence, propionaldehyde substrate; active = well fitted inhibition curve with a large enough effect, not every such curve was filed as active; inconclusive = small, poorly fitted or top-dose-only effect, or another doubt; inactive = no such curve, though single readings can be large or run the other way;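 also: plate controls were no enzyme wells and a reference inhibitor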
TR SRC2 fluor cs: Total Fluorescence Counterscreen for Inhibitors of the Interaction of Thyroid Hormone Receptor and Steroid Receptor Coregulator 2 | Potency, µM (highest dose often 106 µM), inactives show at the top dose fluorescence change, negative = quenching | 280,000 compounds, 0.29% hits | TRb/SRC2 Texas Red total fluorescence interference | AID 1479, 2009; active = well fitted curve in either direction with a large enough effect; inconclusive = small, poorly fitted or top-dose-only effect
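Human TRb ligand-binding domain at 0.6 uM with 20 nM Texas Red SRC2 peptide in Tris buffer containing 1 uM T3 and 5% DMSO, incubated with compound 5 h at ambient temperature. Total fluorescence (555/632 nm) calculated as parallel + 2 × perpendicular.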
L3MBTL1 inh: qHTS Assay for the Inhibitors of L3MBTL1 | AlphaScreen L3MBTL1–H3K9me1 peptide binding | Potency, µM (titrated, usually from 57.1 µM), inactives show at the highest dose activity, negative = inhibition, actives largely listed as inhibitors | 230,000 compounds, 0.66% hits | Lethal(3)malignant brain tumor-like protein 1 (Homo sapiens), Q9Y468 | AID 485360, 2010; also: nearly all actives have a fitted effect of over 60% in size
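Read-out is AlphaScreen signal from streptavidin donor and nickel chelate acceptor beads (10 ug/mL final each) bridging L3MBTL1 (50 nM) and biotinylated K9-monomethylated H3(1-15) peptide (75 nM), after 30 min compound exposure at room temperature.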
* = called active by the depositor; ? = inconclusive; . = no result given; [ ] = another dose, or the depositor's remark. Unless noted, calls follow the shape of the dose curve; as a rule, active = well fitted curve in the direction sought with a large enough effect; inconclusive = small, poorly fitted or top-dose-only effect, or another doubt; inactive = no such curve, though single readings can be large; an effect the other way counts as inactive or inconclusive. Unless noted, % is scaled to controls: 0 for no effect and ±100 for the full control effect; potency is read from the fitted curve at half-maximal effect. This is a random part of the collection; overall some 8.5% were active at least once.

SMILES | Tau FP inhib | Tau fibril ThT | GLA spleen mod | Tau fluor cs | TRb SRC2 PPI | ALDH1A1 block | TR SRC2 fluor cs | L3MBTL1 inh
Cc1ccc(Cc2cnc(NC(=O)C3=NCCN3)s2)cc1 | 3% | -3% | 2% | -8% | -2% | -3% | -1% | 1%
Cc1cc(=O)[nH]c(SCC(=O)NCCC2=CCCCC2)n1 | 4% | -5% | 4% | 0% | 7% | -1% | -2% | .
Cc1cc(S(=O)(=O)n2cnc3cc([N+](=O)[O-])ccc32)ccc1Cl | 3% | 3% | 2% | -5% | -3% | ? | 2% | 38%[activator]
CNC(=S)NNC(=O)c1ccc2c(c1)OCO2 | 0% | 2% | 9% | 6% | 1% | -6% | -1% | 7%
Cc1ccc(C(=O)Nc2cccc(OCc3cc(=O)n4c5c(sc4n3)CCCC5)c2)cc1 | 0% | 3% | . | -9% | -3% | . | 2% | .
CC(=O)Nc1ccc(N=C(C2=C(O)c3ccccc3C2=O)c2ccccc2)cc1 | 8% | ? | 4% | ? | 3% | -13% | -2% | -22%
Cc1cccc(C)c1OCC(=O)N1CC2(C)CC1CC(C)(C)C2 (centres undefined) | 4% | -9% | -4% | -1% | -4% | 1% | 0% | .
O=C(CSc1n[nH]c(-c2ccccc2Cl)n1)NCc1cccc(C(=O)O)c1 | -2% | -15% | -3% | -13% | -1% | 6% | -4% | 7%
CC(C)(C)N(NC(=O)OCc1ccccc1)C(=O)c1ccccc1 | -2% | 9% | 3% | 9% | -4%[53 µM] | 2% | -2%[53 µM] | 12%
Cc1cc(C)nc(N(C#N)Cc2ccccc2C)n1 | -6% | 7% | 3% | 5% | -9% | 7% | -2% | 31%[activator]
Cc1cc(NC(=O)CSc2cn(C)c3ccccc23)no1 | -3% | -20% | 2% | -11% | 1% | -10% | 0% | .
CCOc1ccccc1CNC(=O)CN1C(=O)C2CCCCN2c2ccc(C(=O)N(C)C)cc21 (centres undefined) | 4% | 3% | . | 1% | 9% | . | 4% | .
CCC(C)NC(=O)c1cc2cc3ccc(OC)cc3nc2s1 (centres undefined) | 1% | -4% | ? | -18% | -9% | ? | -10% | .
Brc1ccccc1CN1CCC(N2CCCCC2)CC1 | 7% | 6% | 6% | 2% | 3% | 20% | -2% | ?
CC(C)CC(=O)Nc1cc(-c2ccccc2F)nn1-c1ccccc1 | -4% | 5% | . | -9% | -15% | . | -2% | .
Cc1cc(C)c(NC(=O)Cn2nc(-c3ccncc3)ccc2=O)c(C)c1 | ? | -3% | . | -5% | -1% | . | -4% | .
COc1ccc(NC(=O)c2nn(C)c3c2CS(=O)(=O)c2ccccc2-3)cc1Cl | ? | 0% | . | -4% | 1% | . | ? | .
COc1ccc2c(c1OC)CN(C)CCc1cc3c(cc1C(=O)C2)OCO3 | -1% | 3% | -8% | 10% | 8% | 2% | -3% | 0%
NC(=O)Cc1ccc(Nc2nnc(-c3ccc(O)cc3)c3ccccc23)cc1 | 7% | -8% | -3% | -10% | -2% | 14% | 0% | -6%
CC(=O)c1ccc(NC(=O)C(=O)c2cn(CC(=O)N3CCCCC3)c3ccccc23)cc1 | 0% | -2% | -1% | 0% | -14% | 7% | 0% | 1%
CC(C)(C)NC(=O)NC(=O)COC(=O)c1ccc2c(c1)S(=O)(=O)N=C1CCCCCN12 | 3% | -6% | 2% | -8% | 2% | ? | 2% | 1%
Cc1ccc(-n2c(=O)c3c(c4cc(C)ccc4n3C)n(CC(=O)NCCC3=CCCCC3)c2=O)cc1 | -10% | 6% | . | 1% | 4% | . | 0% | .
COc1ccc(CNC(=O)CCCn2nc(C)c([N+](=O)[O-])c2C)cc1OC | -10% | -6% | -2% | -6% | -5% | -16% | -2% | .
CCc1ccccc1S(=O)(=O)Cc1ccc(C(=O)NCc2ccc(Cl)cc2)o1 | 0% | -14% | . | -22% | -2% | . | -7% | .
COc1ccc(OC)c(/C=C/C(=O)Nc2ccc(C(=O)OCCC(C)C)cc2)c1 | ? | -1% | . | ? | 6% | . | -13% | .
CCc1sc(Nc2ccc(C)cc2Br)nc1-c1cc2cccc(OC)c2oc1=O | 4% | -9% | . | -16% | 6% | . | -4% | .
COc1ccc(NC(=O)CSc2nnc(Cn3cnc4ccccc43)o2)cc1 | -4% | 4% | 5% | 3% | 1% | 2% | -1% | .
CCOC(=O)N1CCN(C(=O)CSCC(=O)Nc2nc(-c3ccc(C)cc3)cs2)CC1 | 6% | -18% | -1% | 2% | -20% | ? | -1% | -2%
CCOc1ccc(N2C(=O)c3cccnc3C2Nc2ccc(Cl)cc2)cc1 (centres undefined) | -4% | -5% | -3% | -15% | 2% | -15% | -1% | -1%
CCOC(=O)c1ccc2c(c1)[nH]c(=S)n2CC | -6% | ? | 4% | -5% | 0%[53 µM] | 25µM* | -2%[53 µM] | 5%
CCOC(=O)Cn1c(=O)n(-c2ccccc2OC)c2nc(-c3ccc(C(C)C)cc3)nc(C(N)=O)c21 | 4% | 3% | . | -2% | -2% | . | -11% | .
C/C(CC1(O)C(=O)Nc2ccccc21)=N\O (centres undefined) | 0% | -8% | 4% | -11% | 11% | 10% | -4% | .
Cc1cc(C)n(-c2nc3ccccc3nc2Nc2cccc(C)c2C)n1 | -11% | -3% | . | -26% | -5% | . | -2% | .
O=C(Nc1ccc(Cl)cc1F)c1cc(S(=O)(=O)NCc2ccc3c(c2)OCO3)ccc1F | ? | 12% | . | 3% | 2% | . | -1% | .
COc1ccc(C(=O)NCCc2cn3ccccc3n2)cc1 | -13% | ? | -4% | -15% | -8% | . | -3% | -11%
COc1c(C(=O)Nc2c(C)n(C)n(-c3ccccc3)c2=O)ccc2ccccc12 | 0% | 0% | 4% | 4% | 4% | -10% | -5% | 1%

Part of the list above in order of length of the SMILES, ascending:
SMILES | Tau FP inhib | Tau fibril ThT | GLA spleen mod | Tau fluor cs | TRb SRC2 PPI | ALDH1A1 block | TR SRC2 fluor cs | L3MBTL1 inh
CCOC(=O)c1ccc2c(c1)[nH]c(=S)n2CC | -6% | ? | 4% | -5% | 0%[53 µM] | 25µM* | -2%[53 µM] | 5%
COc1ccc(C(=O)NCCc2cn3ccccc3n2)cc1 | -13% | ? | -4% | -15% | -8% | . | -3% | -11%
COc1ccc(OC)c(/C=C/C(=O)Nc2ccc(C(=O)OCCC(C)C)cc2)c1 | ? | -1% | . | ? | 6% | . | -13% | .

Reprinted at random: 3 compounds from above.
SMILES | Tau FP inhib | Tau fibril ThT | GLA spleen mod | Tau fluor cs | TRb SRC2 PPI | ALDH1A1 block | TR SRC2 fluor cs | L3MBTL1 inh
COc1c(C(=O)Nc2c(C)n(C)n(-c3ccccc3)c2=O)ccc2ccccc12 | 0% | 0% | 4% | 4% | 4% | -10% | -5% | 1%
COc1ccc(C(=O)NCCc2cn3ccccc3n2)cc1 | -13% | ? | -4% | -15% | -8% | . | -3% | -11%
CCc1sc(Nc2ccc(C)cc2Br)nc1-c1cc2cccc(OC)c2oc1=O | 4% | -9% | . | -16% | 6% | . | -4% | .

Next part:
SMILES | Tau FP inhib | Tau fibril ThT | GLA spleen mod | Tau fluor cs | TRb SRC2 PPI | ALDH1A1 block | TR SRC2 fluor cs | L3MBTL1 inh
NC1=NC(=O)/C(=C\c2cccnc2)S1 | -2% | -8% | 2% | 0% | -6% | -5% | 3% | 5%
CC(=O)OC(/C(O)=C(\C#N)c1nc2ccccc2[nH]1)c1ccccc1 (centres undefined) | 5% | ? | 5% | -14% | -6% | ? | -1% | 5%
Cn1c(-c2ccc(Cl)cc2)cnc1N | -6% | -28% | 4% | -17% | 1% | 10% | -3% | .
O=C(CCn1c(=O)sc2ccccc21)NCc1ccccc1 | 10% | -12% | 1% | -5% | 0% | -5% | -3% | .
CC(NC(=O)C1CC1)C(c1cccs1)N1CCOCC1 (centres undefined) | 3% | . | -6% | 1% | 10% | . | -4% | .
O=C(NCc1cccs1)C(=O)NCC1OCCCN1S(=O)(=O)c1cccs1 (centres undefined) | 0% | -3% | 0% | -3% | -4% | 14µM* | 1% | 12%
CCn1cc(CNC(=O)/C=C/c2ccc([N+](=O)[O-])cc2)c(C)n1 | -9% | -15% | -9% | -14% | 0% | -1% | -3% | 2%
C=CCn1c(SCC(=O)c2cccs2)nc2sc(CC)cc2c1=O | -6% | -12% | -6% | -14% | 4% | 3.5µM* | 1% | 7%
Cn1c(=O)n(CCN2CCOCC2)c(=O)c2c1nc1n2CCN1c1ccc(Oc2ccccc2)cc1 | 8% | 1% | 3% | 2% | 4% | 0% | 0% | 1%
